# N370S GC mod – N370S glucocerebrosidase modulation, Gaucher chaperone candidate; N370S GC spleen homogenate, 4MU-glucoside fluorescence; Potency, µM (series often up to 59.4 µM), for inactives: at the highest dose activity change, negative = inhibition, hits mostly inhibitors; 0.092% of 330,000 active; P04062;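 also: 0% = full enzyme activity and -100% = no enzyme basal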
# TDP1 cell CPT – DT40-hTDP1 cell growth loss with CPT. Potency, µM (top dose mostly 46.2 µM), without a hit: at the highest dose activity change, negative = growth inhibition, usual class: inhibitors. chicken DT40 Tdp1-/-;hTDP1 cells + 20 nM CPT, ATP luminescence, 48 h. AID 686979. 12% of 420,000 active; also: nearly all actives have a fitted effect of over 55% in size
#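 Cell growth measured by CellTiter-Glo luminescence after a minimum 48 h, 37 C compound exposure with 20 nM CPT in Tdp1-knockout DT40 cells stably expressing hTDP1, seeded 400/well; qHTS titration format.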
# FEN1 inh – blocks human flap endonuclease 1; Potency, µM (doses to about 114 µM), inactives show at the top dose activity change, negative = inhibition, actives largely listed as inhibitors; Recombinant FEN1 flap cleavage, fluorescence, 15 min; AID 588795; 0.35% of 390,000 active; P39748; also: nearly all actives have a fitted effect of over 65% in size
# Target sequence (P39748 whole entry, looked up): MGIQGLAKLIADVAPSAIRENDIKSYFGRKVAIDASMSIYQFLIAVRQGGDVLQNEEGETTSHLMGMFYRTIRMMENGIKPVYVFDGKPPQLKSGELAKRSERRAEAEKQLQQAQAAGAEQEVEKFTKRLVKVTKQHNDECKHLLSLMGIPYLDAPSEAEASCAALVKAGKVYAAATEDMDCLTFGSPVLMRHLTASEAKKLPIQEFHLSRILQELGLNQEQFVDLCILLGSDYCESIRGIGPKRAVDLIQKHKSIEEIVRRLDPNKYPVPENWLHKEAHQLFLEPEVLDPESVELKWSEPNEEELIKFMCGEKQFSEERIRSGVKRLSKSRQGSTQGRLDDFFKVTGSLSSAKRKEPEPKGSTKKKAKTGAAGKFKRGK
#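 Potency values derive from four-parameter Hill fits of normalized qHTS data. The reaction used 10 nM FEN1 preincubated 15 min at room temperature with compound, then 50 nM DNA substrate, read at 0 and 15 min.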
# Numbers without * were called inactive; u = inconclusive; x = no result given; & = joins results of further samples. Calls follow the shape of the dose curve; as a rule, active = well fitted curve in the direction sought with a large enough effect; inconclusive = small, poorly fitted or top-dose-only effect, or another doubt; inactive = no such curve, though single readings can be large; an effect the other way counts as inactive or inconclusive. Unless noted, % is scaled to controls: 0 for no effect and ±100 for the full control effect; potency is read from the fitted curve at half-maximal effect. Only part of the results is shown (hit frequency here may not be typical).
Structure	TDP1 cell CPT	FEN1 inh	N370S GC mod
Cc1ccc(S(=O)(=O)N2CCCCC2)cc1NC(=O)COc1ccccc1F	-29%	-10%	10%
c1ccc(C[C@H]2CN=C(Nc3ccccc3)N2CC2CCC2)cc1	u	-8%	0%
CC(=O)N/C(=C\c1ccccc1)C(=O)OCC(=O)Nc1cc(S(=O)(=O)N(C)C)ccc1C	9%	-8%	-3%
CCCCn1c(N)c(N(CC)C(=O)c2cc(C)cc(C)c2)c(=O)[nH]c1=O	-14%	0%	-13%
COc1ccc(CCNC(=O)C2CCN(S(=O)(=O)N3CCC(C)CC3)CC2)cc1OC	4%	-5%	1%
O=C1C2C3C=CC(C3)C2C(=O)N1CCCCCCN1C(=O)C2C3C=CC(C3)C2C1=O (stereo not drawn)	u	3%	4%
Cc1ccccc1OCCCC(=O)NC1CCCCC1	0%	7%	-12%
COC(=O)c1cc(-c2ccccc2)n(CCN)c1C	-9%	18%	x
CC(C)NC(=O)NNc1c(Cl)cncc1Cl	10%	17%	3%
CC(C)CC(=O)Nc1ccccc1N1CCN(c2ccc(F)cc2)CC1	18µM*	6%	-3%
O=C(O)C1CC(c2ccccc2)=Nc2ccccc2S1 (stereo not drawn)	-20%	10%	u
COc1cc(NC(=O)COC(=O)CNC(=O)c2ccc(C)s2)cc(OC)c1	u	-7%	3%
O=C(N/N=C/c1ccc2c(c1)OCO2)C(=O)Nc1ccccc1Cl	-5%	1%	5%
CC1Cc2ccccc2N1CC(=O)NC(c1ccccc1)c1ccccc1 (stereo not drawn)	u	-1%	16%
O=C(O)C1CC=CCC1C(=O)Nc1cc(Cl)ccc1Cl (stereo not drawn)	-10%	-4%	5%
CCCC[N+](C)(C)CCC(=O)NC(C)(C)CS(=O)(=O)[O-]	-26%	2%	8%
Nc1[nH]c(N=NC(=O)c2ccccc2)c2ccccc12	4%	-8%	0%
CN(C)c1ccc(C(=O)NN2C(=O)c3ccccc3C2=O)cc1	-4%	-3%	0%
CSCCC(NC(=O)COc1ccccc1)C(=O)OCCOc1ccc(Br)cc1 (stereo not drawn)	-7%	-5%	1%
NS(=O)(=O)c1cc(C(=O)OCC(=O)Nc2ccc3c(c2)OCO3)ccc1Cl	17%	-11%	x

# Reformatted: results already given.
# Each structure is followed by: TDP1 cell CPT | FEN1 inh | N370S GC mod
> CCCC[N+](C)(C)CCC(=O)NC(C)(C)CS(=O)(=O)[O-]
  -26% | 2% | 8%
> Nc1[nH]c(N=NC(=O)c2ccccc2)c2ccccc12
  4% | -8% | 0%
> CN(C)c1ccc(C(=O)NN2C(=O)c3ccccc3C2=O)cc1
  -4% | -3% | 0%

# The list goes on.
Structure	TDP1 cell CPT	FEN1 inh	N370S GC mod
CCOc1ccc(S(=O)(=O)N2CCCC(C(=O)NCc3ccccc3)C2)cc1 (stereo not drawn)	-5%	1%	0%
COc1cccc(NC(=O)c2cc(-c3ccc(OC)cc3OC)nc3ccccc23)c1	u	-17%	x
CCOC(=O)c1ccc2nc(C)c(CCC(C)=O)c(Cl)c2c1	-8%	12%	-6%
Cc1c(C(=O)N/N=C/c2cccs2)nnn1-c1nonc1N	11%	1%	3%
CCN(CC)C1=NS(=O)(=O)c2cc([N+](=O)[O-])ccc21	18µM*	2%	-14%
O=C(O)c1cc(S(=O)(=O)N(Cc2ccccc2)c2ccccc2Cl)ccc1Cl	10%	-10%	-11%
Cc1cc(Cl)ccc1NC(=O)CSc1nnc(Cc2cccs2)n1Cc1ccco1	u	-5%	20%
CCCCOc1ccc(OCCNC(=O)C2CCCN2C(=O)Nc2ccccc2)cc1 (stereo not drawn)	u	8%	-20%
CCCC1=C(C(=O)OCC)C(c2ccc(N(C)C)cc2)n2ncnc2N1 (stereo not drawn)	u	1%	-1%
CS(=O)(=O)NNC(=O)CN1C(=O)C2C3C=CC(C3)C2C1=O (stereo not drawn)	4%	4%	2%
CCOc1ccccc1NC(=O)CSc1nnc(CNC(=O)c2ccccc2F)o1	1%	20%	2%
COC(=O)c1cc2ccccn2c2c(C(=O)OC)c(C(=O)OC)cc1-2	-28%	-15%	-13%
CCOC(=O)c1ccccc1NC(=O)CN1C(=O)c2ccccc2S1(=O)=O	-5%	-11%	2%
O=[N+]([O-])c1cccc(OCCCN2CCC(Cc3ccccc3)CC2)c1	u	0%	x
O=C(NNc1cc(Cl)cc(Cl)c1)c1c(F)cccc1Cl	-10%	1%	-2%
Cc1cccc(-c2nc3ccccc3c(=O)n2NC(=O)Cc2ccc(Cl)cc2)c1	8%	-6%	u
CCSC1OC(C(COC(C)=O)OC(C)=O)C(OC(C)=O)C1NC(C)=S (stereo not drawn)	18%	-9%	x
COCCn1c(=NC(=O)c2cc(Cl)sc2Cl)sc2cc(S(N)(=O)=O)ccc21	u	-2%	2%
O=C(NCc1ccc(F)cc1)c1cnc(-c2ccccn2)nc1C(F)(F)F	-10%	-2%	5%
CC1CCC2C(=O)N(c3ccc(NC4CCN(Cc5ccccc5)CC4)c([N+](=O)[O-])c3)C(=O)C2C1 (stereo not drawn)	u	4%	-9%

# A stretch from further up:
Structure	TDP1 cell CPT	FEN1 inh	N370S GC mod
Cc1ccc(S(=O)(=O)N2CCCCC2)cc1NC(=O)COc1ccccc1F	-29%	-10%	10%
c1ccc(C[C@H]2CN=C(Nc3ccccc3)N2CC2CCC2)cc1	u	-8%	0%
CC(=O)N/C(=C\c1ccccc1)C(=O)OCC(=O)Nc1cc(S(=O)(=O)N(C)C)ccc1C	9%	-8%	-3%
CCCCn1c(N)c(N(CC)C(=O)c2cc(C)cc(C)c2)c(=O)[nH]c1=O	-14%	0%	-13%
COc1ccc(CCNC(=O)C2CCN(S(=O)(=O)N3CCC(C)CC3)CC2)cc1OC	4%	-5%	1%
O=C1C2C3C=CC(C3)C2C(=O)N1CCCCCCN1C(=O)C2C3C=CC(C3)C2C1=O (stereo not drawn)	u	3%	4%
Cc1ccccc1OCCCC(=O)NC1CCCCC1	0%	7%	-12%

# (list continues)
Structure	TDP1 cell CPT	FEN1 inh	N370S GC mod
O=C1NCCN/C1=C\C(=O)c1ccc(Br)cc1	-4%	-15%	1%
CCOc1ccc(C2c3c(oc4ccccc4c3=O)C(=O)N2c2ccc(C)cn2)cc1OC (stereo not drawn)	u	0%	2%
Cc1cc(Oc2ccc(N)cn2)cc(C)c1Cl	4%	-22%	0%
O=C(COc1ccccc1)Nc1nnc(-c2ccc(F)cc2)o1	-14%	19%	-6%
Clc1ccc(CNc2cnccn2)cc1Cl	-13%	-2%	-12%
COc1cccc(N2C(=O)Nc3ccc(Br)cc3C2(O)C(=O)NCCN(C)C)c1 (stereo not drawn)	11%	20%	-3%
CCOc1ccc(CCN2C(=O)C(=O)N([C@@H](Cc3ccc(O)cc3)CN3CCC[C@@H]3CN3C(=O)C(=O)NC[C@@H]3Cc3ccccc3)C[C@@H]2Cc2ccccc2)cc1	u	-21%	x
CC1(NC(=O)CCc2ccccc2)CCN(CCCc2ccccc2)C1=O (stereo not drawn)	15µM*	22%	x
N=c1c2c(ncn1Cc1ccco1)Oc1cc(O)ccc1C2c1ccccc1 (stereo not drawn)	18µM*	-14%	2%
CCCOc1ccc(C(=O)Nc2ccc(NC(=O)c3cccc(Cl)c3)cc2)cc1	-10%	-123%	x
Cc1cc(=O)oc2c(C)cc(C(C)(C)C)cc12	-13%	2%	x
CC1=C(C(=O)Nc2cccnc2)C(c2ccc(F)cc2)n2nc(SCc3ccccc3F)nc2N1 (stereo not drawn)	-17%	0%	x
O=C(CCNS(=O)(=O)c1ccccc1)NNC(=O)c1csc(N2CCOCC2)n1	u	29%	1%
NC(=O)CSc1nc2ccc(NC(=O)COc3ccccc3Cl)cc2s1	u	13%	x
COC(=O)c1ccc(-n2c(C)ccc2-c2ccccc2)cc1	u	-8%	5%
CC(C)c1ccc2c(c1)NC(c1ccc(F)cc1)=NC(c1cccs1)=N2	u	-21%	x
O=C(O)CCC(=O)N1N=C(c2ccc(Br)cc2)CC1c1cccc(Br)c1 (stereo not drawn)	u	-13%	-3%
COc1cc(OC)cc(C(=O)Nc2ccc3nc4c(c(Nc5ccc(OC)c(OC)c5)c3c2)CCCC4)c1	4.1µM*	-14%	x
COCCN1CC(CNC(=O)c2cc(COc3ccccc3SC)on2)CC1=O (stereo not drawn)	-2%	11%	3%
CCc1cc(C(=O)OC)c(N2C(=O)C3C4C=CC(C4)C3C2=O)s1 (stereo not drawn)	-26%	-14%	-1%

# (continued)
Structure	TDP1 cell CPT	FEN1 inh	N370S GC mod
CC(C)CC(NC(=O)OC(C)(C)C)c1cn([C@@H](CCCCNC(=O)OC(C)(C)C)C(=O)N2CCN(C(=O)OC(C)(C)C)CC2)nn1 (stereo partly drawn)	5.8µM*	8%	-10%
COc1ccc(C(=O)OCC(=O)Nc2ccc(F)c(F)c2F)cc1OC	7%	4%	0%
COc1ccc(S(=O)(=O)N2CCOCC2)cc1C(=O)N(C)CCOc1ccc(Cl)cc1	u	1%	x
COC(=O)CNC(c1ccccc1)c1cc(Br)ccc1NC(=O)CCN1CCOCC1 (stereo not drawn)	2.6µM*	2%	7%
CC(=O)Nc1ccc2c(c1)OCCO2	10%	7%	-3%
COc1cccc(NC(=S)N/N=C2\CC(C)(C)Oc3ccc(O)cc32)c1	u	-18%	1%
CC(C)(C)c1[nH]nc2c1C(c1ccsc1)C(C#N)=C(N)O2 (stereo not drawn)	u	-5%	-1%
COc1ccc(NC(=O)Cn2c(=O)c3cc(Cl)ccc3n3nncc23)cc1	-20%	16%	x
NC(=O)C1(Nc2ccccc2)CCCC1	-13%	16%	x
Cc1ccc(NC(=O)CN2C(=O)CSc3ccc(S(=O)(=O)N(C)C)cc32)cc1C	16µM*	-10%	x
O=C(Nc1ccc(C(=O)N2CCCCC2)cc1)c1ccccc1Br	-5%	18%	x
Cc1ccc(SCC(=O)O/N=C(\N)c2ccc([N+](=O)[O-])cc2)cc1	-24%	5%	x
COc1cc2c(cc1OC)CN(C(=O)c1ccc(OC)c(S(=O)(=O)N3CCCC3)c1)CC2	u	-5%	0%
CC(C)OC(=O)CSc1nnc(-c2cnccn2)n1Cc1ccco1	-12%	1%	5%
COc1ccc(CN2CCC(=O)N([C@H](CO)CC(C)C)CC2)cc1	u	7%&-2%	2%
CCn1c(CN2CCN(Cc3ccc(C)cc3)C(CCO)C2)nc2ccccc21 (stereo not drawn)	-1%	12%	0%
Cc1ccc2c(C)nc(N/C(N)=N/S(=O)(=O)c3ccccc3)nc2c1	-21%	-1%	-19%
CCc1ccc(NC(=O)c2sc3ncnc(N(C)C4CCCCC4)c3c2C)cc1	18µM*	-1%	x
CCn1cc(C(=O)NCc2ccccc2OC)c(=O)c2cc(S(=O)(=O)N3CCCCC3)ccc21	18µM*	0%	x
CN(Cc1cn(C)nc1-c1ccc(Oc2ccccc2)cc1)C1CCOC1 (stereo not drawn)	-18%	15%	-9%

# (list continues)
Structure	TDP1 cell CPT	FEN1 inh	N370S GC mod
COCCOC(=O)c1c(-c2ccccc2)c(-c2ccccc2)nn(C)c1=O	u	-3%	x
CC(C)CN1CCC(Oc2cccc(C(=O)NCCc3ccccc3)c2)CC1	-1%	14%	-10%
Cc1ccc(CN2CCN(Cc3ccco3)CC2)cc1	u	-9%	-4%
O=C(NCc1ccccc1)C(=O)NCC1OCCN1C(=O)c1ccc(Cl)cc1 (stereo not drawn)	-11%	4%	-3%
O=C(NCC(c1ccco1)N1CCCC1)c1cccc(NS(=O)(=O)c2ccc(Br)cc2)c1 (stereo not drawn)	4%	-3%	-10%
CCCc1[nH]nc2c1C(c1cc(OC)cc(OC)c1)C(C#N)=C(N)O2 (stereo not drawn)	-5%	9%	-2%
COc1ccccc1CNC(=O)COC(=O)[C@H](Cc1c[nH]c2ccccc12)NC(=O)c1cccs1	9%	-9%	6%
Cc1cccc(-c2nc(CS(=O)CC(=O)NCc3ccco3)c(C)o2)c1 (stereo not drawn)	-14%	-5%	0%
COC(=O)c1ccc(NC(=O)COc2cccc(-n3cnnn3)c2)cc1	4%	0%	-9%
CC(C)c1nnc(NC(=O)CSc2nnc(NC(=O)c3c(F)cccc3F)s2)s1	2%	-4%	-1%
CC(C)CCNC(=O)CN1C(=O)CSc2ccc(S(=O)(=O)N3CCC(C)CC3)cc21	u	12%	x
COc1ccc2nc(SCC(=O)NCc3ccc(OC)c(OC)c3)[nH]c2c1	-12%	3%	1%
CCn1nnnc1SCC(=O)NCc1ccc2c(c1)OCO2	2%	0%	-14%
O=C(Nc1cccs1)Nc1c(F)c(F)c(F)c(F)c1F	21µM*	-1%	-1%
CC1=C(c2ccc(C)c(C)c2)S(=O)(=O)N=C1N1CCC(C(=O)N2CCC(C(N)=O)CC2)CC1	3%	-1%	x
Cc1cc(C)nc(Nc2ccccc2Br)n1	-15%	-8%	-3%

# Source: PubChem BioAssay
